KCNQ1 block: human KCNQ1 channel inhibition; CHO-K1 KCNQ1, FluxOR thallium flux fluorescence; stronger effect = higher value; B-score at 10 µM; AID 2642; 310,000 tested, 1.3% active; P51787;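 active = compounds whose thallium flux B-score, printed positive for inhibition, exceeds three library SD while starting fluorescence stays within three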;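 note: channel opened by potassium depolarization with thallium stimulus after 20 min compound exposure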
KCNK3 inh: human KCNK3 channel inhibition, primary screen; O14649; CHO-KCNK3 thallium flux, FluxOR fluorescence; stronger effect = lower value; B-score at 10 µM; 340,000 tested, 0.84% active; AID 602410;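 active = B-score under library mean minus 4 SD, starting fluorescence ratio at most library mean plus 5 SD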;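 note: more negative B-score means stronger inhibition of thallium flux through KCNK3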
GSK3 alpha inh: inhibitors of human GSK-3 alpha kinase; AID 2650; inhibition, % at 10 µM; 320,000 tested, 0.1% active; ADP-Glo luminescence, 60 min;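 in the data active = inhibition above about 50%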;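 note: GST-tagged GSK-3 alpha with peptide substrate and 25 µM ATP; 0% = DMSO neutral wells and 100% = GW8510 positive control wells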
PolyA inhibitor: yeast polyadenylation inhibition | S. cerevisiae SKY197-pL101 polyadenylation reporter, beta-gal luminescence; efflux-impaired pdr1/pdr3 knockout yeast; score 100 = 6 SD above DMSO | calls only at 12 µM | 300,000 tested, 0.02% active | AID 1875;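 active = lowest replicate activity score at least 50, where 100 means six control SD above control mean; inconclusive = lowest score under 50 but half or more replicates reach 50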;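 note: yeast exposed to compound for 9 h at 30 °C; higher score means more reporter readthrough which indicates perturbed polyadenylation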
KCNQ1 pot: potentiators or activators of human KCNQ1 potassium channel. P51787. CHO-K1 KCNQ1, thallium flux FluxOR fluorescence; stronger effect = higher value. B-score at 10 µM. 310,000 tested, 0.35% active. AID 2648;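 active = fluorescence ratio B-score, a plate-corrected score, at least three library SD, with initial intensity B-score within 5 SD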
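System: CHO-K1 cells stably expressing KCNQ1 / Medium: assay buffer for compound exposure, DMSO matched across wells / Reagent: thallium- and potassium-containing depolarizing buffer / Compound: one concentration, matched DMSO / Incubation: 20 min compound pretreatment at room temperature / Measured by: kinetic FluxOR fluorescence, 10 s baseline plus 110 s post-stimulus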
RGS4 pot: potentiators or activators of RGS4; AID 463111; 310,000 tested, 0.92% active; HEK293 M3R/inducible RGS4, carbachol calcium flux Fluo4; stronger effect = lower value; B-score at 10 µM;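 active = B-score of the integrated calcium signal more than 4 SD below the library mean, with starting fluorescence not abnormally high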;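 note: negative B-score means reduced calcium response which marks RGS4 activation or potentiation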
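Assay system: Inducible-RGS4 HEK293 cells carrying M3 receptor | Schedule: Compound preincubation 20 min at room temperature before agonist | Signal: Kinetic calcium fluorescence imaging with Fluo4-AM dye, 2 µM | Read-out basis: B score from integrated fluorescence ratio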
hERG rescue: shields human hERG channel from block by proarrhythmic agents; Q12809; CHO-hERG, FluxOR thallium flux, dofetilide IC70 present; activation (rescue from dofetilide block), less the hit threshold, % at 10 µM; 310,000 tested, 0.51% active;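 active = activation above the mean of controls blocked by dofetilide plus 5 SD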;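 note: thallium influx through hERG after potassium depolarization seen as dye fluorescence rise; in these data hits start at about 4.7%; inactives centre near -7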
Target sequence (Q12809 whole entry, looked up): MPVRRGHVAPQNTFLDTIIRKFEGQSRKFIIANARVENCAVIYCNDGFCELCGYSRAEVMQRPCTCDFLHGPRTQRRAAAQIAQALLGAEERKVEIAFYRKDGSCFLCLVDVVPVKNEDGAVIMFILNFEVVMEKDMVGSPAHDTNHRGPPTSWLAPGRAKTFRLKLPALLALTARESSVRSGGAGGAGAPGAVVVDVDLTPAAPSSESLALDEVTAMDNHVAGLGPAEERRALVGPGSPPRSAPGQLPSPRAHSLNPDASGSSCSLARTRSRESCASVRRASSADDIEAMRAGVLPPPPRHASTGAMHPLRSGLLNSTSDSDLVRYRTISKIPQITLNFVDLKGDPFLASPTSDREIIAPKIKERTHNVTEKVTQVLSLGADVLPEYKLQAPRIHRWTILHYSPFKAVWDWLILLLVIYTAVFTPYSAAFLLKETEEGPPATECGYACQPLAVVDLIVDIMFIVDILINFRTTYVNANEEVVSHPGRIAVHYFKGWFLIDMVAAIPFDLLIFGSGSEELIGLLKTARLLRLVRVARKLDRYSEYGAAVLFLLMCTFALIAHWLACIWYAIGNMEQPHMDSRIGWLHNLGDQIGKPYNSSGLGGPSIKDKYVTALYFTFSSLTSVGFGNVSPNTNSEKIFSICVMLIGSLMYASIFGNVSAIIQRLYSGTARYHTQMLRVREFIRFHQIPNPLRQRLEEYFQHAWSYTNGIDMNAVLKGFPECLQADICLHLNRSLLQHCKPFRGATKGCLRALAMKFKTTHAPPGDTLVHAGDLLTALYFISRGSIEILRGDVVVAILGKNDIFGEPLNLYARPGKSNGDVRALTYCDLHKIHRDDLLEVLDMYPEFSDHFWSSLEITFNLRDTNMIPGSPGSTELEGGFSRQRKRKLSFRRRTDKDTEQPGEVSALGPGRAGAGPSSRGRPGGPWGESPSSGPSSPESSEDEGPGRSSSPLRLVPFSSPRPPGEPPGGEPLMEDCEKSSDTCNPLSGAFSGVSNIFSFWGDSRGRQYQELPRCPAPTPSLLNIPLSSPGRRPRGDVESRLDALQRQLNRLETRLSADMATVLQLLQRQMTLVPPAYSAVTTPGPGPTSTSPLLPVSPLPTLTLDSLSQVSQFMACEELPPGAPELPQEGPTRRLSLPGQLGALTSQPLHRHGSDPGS
Dyrk1A ADPGlo: Dyrk1A (rat) kinase inhibition. ADP-Glo luminescence, NFATc1 peptide. AID 504441. 310,000 tested, 0.43% active. inhibition, % at 12.5 µM. Q63470; in the data active = inhibition above about 50%;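 note: plate controls were vehicle with enzyme for no effect and no enzyme for full effect; many of its hits are not listed in these tables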
HDAC3 inh: inhibitors of human histone deacetylase 3; AID 2718; inhibition, % at 8.3 µM; 320,000 tested, 0.15% active; recombinant HDAC3, fluorogenic peptide/trypsin coupled, fluorescence; O15379; in the data active = inhibition above about 26%, passing the limit was not always enough; inconclusive = no clear call, values can overlap the other calls
KCNK9 block: blocks the human KCNK9 two-pore domain potassium channel; 310,000 tested, 1.2% active; HEK293 KCNK9, FluxOR thallium flux fluorescence; stronger effect = lower value; B-score at 10 µM;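 active = ratio B-score over 3 SD below the library mean, with starting fluorescence within 5 SD of its mean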;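 note: negative B-score means less thallium flux so channel inhibition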
GSK3beta inhib: inhibitors of human GSK3beta kinase; AID 2097; 300,000 tested, 0.038% active; GST-GSK3beta kinase, ADP-Glo luminescence, 60 min; stronger effect = lower value; P49841; activity score (negative = inhibition), % at 10 µM;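 active = more than half of replicate wells score below -50%, meaning over 50% inhibition versus plate controls; inconclusive = some replicates but at most half score below -50%; inactive = no replicate scores below -50%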;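 note: 0% = median DMSO wells and -100% = median GW8510 positive control wells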
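Test system: GST-tagged human GSK3beta kinase, cell-free; evaluation: activity score scaled between in-plate DMSO and GW8510 controls; measured by: ADP-Glo luminescence; incubation: 60 min reaction, RT; benchmarks: DMSO and 20 µM GW8510; reagent: peptide substrate plus 25 µM ATP (final); medium: Tris/MgCl2 kinase buffer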
* hit, by the source's call; i = inactive; u = inconclusive; x = no result given.

Under each structure: RGS4 pot, KCNQ1 pot, KCNQ1 block, HDAC3 inh, GSK3 alpha inh, PolyA inhibitor, hERG rescue, GSK3beta inhib, KCNK3 inh, Dyrk1A ADPGlo, KCNK9 block
(1) Cc1cc(C)n(-c2cc(N3CCN(S(=O)(=O)c4ccc(C)c(C)c4)CC3)ccc2[N+](=O)[O-])n1
 : i, i, i, 0, 3, i, -7, 2, i, 6, i
(2) Cc1ccc(C(=O)NCc2ccccn2)cc1Cl
 : i, i, i, -4, -1, i, -17, 2, i, 2, i
(3) Cc1ccccc1S(=O)(=O)Cc1ccc(C(=O)NCCN2CCN(Cc3ccccc3)CC2)o1
 : i, i, i, 6, 0, i, -3, 3, i, 0, i
(4) Clc1ccc(-c2nc(NCCCN3CCOCC3)c3ccccc3n2)cc1
 : i, i, i, -1, 2, i, -13, -2, i, 1, i
(5) CCCN1CCN(CCCNC(=O)CCN2C(=O)COc3ccccc32)CC1
 : i, i, i, -2, 1, i, -3, -3, i, x, i
(6) COc1ccc(C2CC(c3ccccc3)=NN2C(=O)c2ccc(Cl)c([N+](=O)[O-])c2)cc1 (stereo unspecified)
 : i, i, i, 5, 0, i, -17, 0, i, 1, i
(7) COc1ccc(C2NCCO2)cc1OC (stereo unspecified)
 : i, i, i, 4, -1, i, -8, -1, i, 4, i
(8) CCSc1nsc(NC(=O)Nc2cccc(OC)c2)n1
 : i, i, i, 4, 3, i, -13, 2, i, -4, i
(9) O=[N+]([O-])c1ccc(N2CCOCC2)cn1
 : i, i, i, 5, 0, i, -5, -3, i, -5, i
(10) O=C(N/N=C/c1ccc2c(c1)OCO2)c1cc2ccccc2o1
 : i, i, i, x, 5, i, -9, 2, i, -2, i
(11) Cn1cc(/C=C/c2cc[n+](C)cc2)c2cc(Cl)ccc21
 : i, i, 12*, 5, 4, i, -32, 2, i, 16, i
(12) CCC(C)[C@H]1CNC(=S)N1CCc1cccc2ccccc12 (stereo partly specified)
 : i, i, i, 1, 1, i, -11, -1, i, 5, i
(13) Cn1nnnc1SCc1cc(=O)[nH]c2ccccc12
 : i, i, i, 1, 3, i, -4, -4, i, -2, i
(14) Cc1ccc2[nH]c(C)c(CCNC(=O)c3cc4cc([N+](=O)[O-])ccc4oc3=O)c2c1
 : i, i, i, -5, -1, i, -5, -7, i, -2, i
(15) CC(C)(C#N)Nn1cnnc1
 : i, i, i, -2, -5, i, -8, 3, i, -3, i
(16) O=c1c2ccccc2c(-c2ccc(F)cc2)nn1-c1ccc(C(F)(F)F)cc1
 : i, i, i, -1, -3, i, -1, -5, i, 4, i
(17) COc1cc(CNc2ccc3c(c2)OCCO3)ccc1OCC(N)=O
 : i, i, i, 3, 10, i, -4, 0, i, -1, i
(18) COCCNC(=O)CSc1nc2c(n1-c1ccccc1)CCCC2
 : i, i, i, 5, -1, i, -15, -1, i, -4, i
(19) O=C(CNC(=O)C1CCCCC1)NNC(=O)c1ccccc1Br
 : i, i, i, -3, 1, i, -4, 0, i, 5, i
(20) Cc1ccc(-n2c(C)cc(/C=N/NC(=O)CC3(C)OCCO3)c2C)c(C)c1
 : i, i, i, 3, 6, i, -8, -2, i, 12, i
(21) CCOC(=O)CC(N)c1ccc(OC)cc1 (stereo unspecified)
 : i, i, i, u, -1, i, -4, 3, i, -2, i
(22) O=C(CN1C(=O)c2ccccc2C1=O)OCCOCCN=C1NS(=O)(=O)c2ccccc21
 : i, i, i, -7, 0, i, -19, 5, i, 7, i
(23) CCOC(=O)N1CCN(CCCc2ccccc2)CC1
 : i, i, i, -3, 0, i, -3, 1, i, -2, i
(24) O=CN1CCN(C(C(=O)NC2CCCCC2)c2ccc(Cl)cc2)CC1 (stereo unspecified)
 : i, i, i, 4, 1, i, -4, -2, i, -2, i
(25) COc1cccc(OCCn2cc(/C=N/NC(=O)c3ccncc3)c3ccccc32)c1
 : i, i, i, 9, 1, i, -12, 1, i, 0, i
(26) Cc1ccc(NC(=S)c2nc3ccccc3[nH]2)cc1
 : i, i, i, 11, 0, i, -9, -1, i, 1, i
(27) CC(=O)N1CCC(N(CCN2CCOCC2)C(=S)Nc2cccc(C)c2)CC1
 : i, i, i, 2, -1, i, -5, 2, i, -1, i
(28) COc1ccccc1N1CCN(Cc2cc3c(cc2[N+](=O)[O-])OCO3)CC1
 : i, i, i, 6, 0, i, -1, -2, i, 9, i
(29) CC(=O)Nc1ccc(Sc2ncccc2C(=O)Nc2ccc(OC(F)(F)F)cc2)cn1
 : i, i, i, 7, -4, i, -2, 0, i, -35, i
(30) Cc1cccc(NCc2nc3ccccc3n2Cc2ccccc2)c1
 : i, i, i, 7, -4, i, -13, -1, i, 5, i

Next part.
Under each structure: RGS4 pot, KCNQ1 pot, KCNQ1 block, HDAC3 inh, GSK3 alpha inh, PolyA inhibitor, hERG rescue, GSK3beta inhib, KCNK3 inh, Dyrk1A ADPGlo, KCNK9 block
(31) COC(=O)c1cc2c(ccn2-c2ccc(F)cc2)n1C(C)C
 : i, i, i, 7, -4, i, -12, 0, i, -2, i
(32) Cc1ccc(C(C(=O)NC(C)(C)C)N(C(=O)CCC(=O)Nc2ccccn2)c2ccccc2F)cc1 (stereo unspecified)
 : i, i, i, -2, -1, i, -5, 5, i, 1, i
(33) CCOc1cccc(CNc2ccc(O)cc2)c1OCc1ccc(Cl)cc1Cl
 : i, i, i, 8, -1, x, -2, -2, i, 5, i
(34) O=C(Cc1ccc(-c2ccccc2)cc1)Nc1ccccn1
 : i, i, i, 1, 2, i, -8, -2, i, -9, i
(35) O=c1[nH]c2cc(Cl)c([N+](=O)[O-])nc2[nH]1
 : i, i, i, 1, -1, i, -6, 2, i, -4, i
(36) CN(Cc1ccccc1)C(=O)c1nc2ccccn2c1CN1CCCC1c1nccs1 (stereo unspecified)
 : i, i, i, -1, -6, i, -5, 1, i, -2, i
(37) CCCCCCNS(=O)(=O)c1ccc(Cl)s1
 : -10*, i, i, 6, -4, x, -5, 2, -9.2*, 3, i
(38) Cc1ccc(/C=C/C(=O)O)cc1S(=O)(=O)Nc1ccc2c(c1)OCO2
 : i, i, i, 4, -4, i, -3, 10, i, -1, i
(39) O=C(Nc1ccnn1C1CCN(CC2CC=CCC2)CC1)c1ccccc1Cl (stereo unspecified)
 : i, i, i, -6, -1, i, -8, 3, i, 1, i
(40) O=C(NNC(=O)c1ccccc1C(=O)O)c1ccc(S(=O)(=O)N2CCCCC2)cc1
 : i, i, i, x, x, i, -8, 2, i, -1, i
(41) CN1CCN(S(=O)(=O)c2ccc(Oc3cccc(C(F)(F)F)c3)nc2)CC1
 : i, i, i, u, 0, x, -16, 0, i, x, i
(42) Cc1ccc(S(=O)(=O)NCC(=O)N/N=C/c2ccc(Cl)cc2)cc1
 : i, i, i, 8, -1, i, -7, 3, i, 0, i
(43) Clc1ccc2nc3c4ccccc4cnn3c2c1
 : i, i, i, -9, -1, i, -6, -1, i, 24, i
(44) c1cc2c(cc1-c1csc(NNC3=NCCCCC3)n1)OCCO2
 : i, i, i, 16, 0, i, -5, 0, x, x, i
(45) Cn1c(SCc2nc3cc(C(=O)O)ccc3c(=O)[nH]2)nnc1C(F)(F)F
 : i, i, i, -1, 5, i, -7, 2, i, -3, i
(46) COCc1cc(C)nc(SCC(=O)Nc2ccc3[nH]c(=O)[nH]c3c2)c1C#N
 : i, i, i, 2, -1, i, -5, 0, i, 1, i
(47) COc1ccc(NC(=S)N(CCCN2CCCCCC2)Cc2cccs2)cc1
 : i, i, i, -2, 1, i, -2, -4, i, -2, i
(48) Cc1ccc2scc(CN3CCCC3)c2c1
 : i, i, i, 2, -2, i, -7, 1, i, 2, i
(49) O=C(Nc1ccc(-c2nnc3n2CCCCC3)cc1)c1ccco1
 : i, i, i, 10, -3, i, -10, 0, i, 4, i
(50) CCOc1cc(C(=O)NCc2nnc(SCC(=O)OC)n2C)cc(OCC)c1OCC
 : i, i, i, 4, -2, i, -7, 4, i, -4, i
(51) COC(=O)c1ccc(COc2ccccc2/C=N/NC(=O)c2cccnc2)cc1
 : i, i, i, 5, -2, i, -18, -4, i, 2, i
(52) COc1cccc2c(Nc3ccccc3C)cc(C)nc12
 : i, i, i, -9, 3, i, -7, 2, i, 6, i
(53) COc1ccc(NC(=O)CCCn2cnc3ccccc3c2=O)cc1
 : i, i, i, 1, -1, i, -7, 0, i, 2, i
(54) Cc1cc(=O)cc(C)n1-c1ccc(Br)cc1
 : i, i, i, 1, 10, i, -6, 2, i, -1, i
(55) CCn1c(SCC(N)=O)nnc1-c1ccc(S(=O)(=O)N2CCN(C)CC2)cc1
 : i, i, i, -24, -3, i, -12, 2, i, 5, i
(56) O=C(COC(=O)CSc1cc(Cl)ccc1Cl)Nc1ncc(C(F)(F)F)cc1Cl
 : i, i, i, 6, -1, i, -15, -1, i, -4, i
(57) CC(NC(=S)Nc1c(Br)cccc1OC(F)F)C(C)(C)C (stereo unspecified)
 : i, i, i, -3, -3, i, -11, 1, i, -2, i
(58) O=C(CSC1=NCCS1)Nc1nc2c(s1)CCCC2
 : i, i, i, -2, 0, i, -11, -1, i, 3, i
(59) CC(Cc1cccs1)N(Cc1ccc(Cl)cc1)C(=O)c1ccncc1 (stereo unspecified)
 : i, i, i, 4, -2, i, -6, -3, i, 0, i
(60) O=C(Nc1ccc(SC(F)F)cc1)C1=COCCO1
 : i, i, i, -2, 2, i, -1, 1, i, -5, i
(61) Cc1cccc(-c2ocnc2C(=O)Nc2ccccc2C(=O)N2CCCC2)c1
 : i, i, i, 5, -1, i, -10, -2, i, 4, i
(62) COC(=O)CN(c1ccccn1)S(=O)(=O)c1ccccc1
 : i, i, i, -5, -2, i, -4, -2, i, -4, i

Screens: PubChem BioAssay, several laboratories

Only part of the results is shown; the hit share may differ from the screen's.
